GLA spleen mod: alpha-galactosidase A (human) modulation. P06280. human spleen homogenate, 4MU-alpha-Gal fluorescence, 40 min. Potency, µM (highest dose often 80 µM), for the others: at the highest dose activity change, negative = inhibition, actives largely listed as inhibitors. actives 0.008% (n = 240,000). AID 2107;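 note: potency is the fitted concentration of half-maximal effect; 0% = enzyme with vehicle and -100% = no enzyme basal signal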
Target sequence (P06280 32-429 limits assumed): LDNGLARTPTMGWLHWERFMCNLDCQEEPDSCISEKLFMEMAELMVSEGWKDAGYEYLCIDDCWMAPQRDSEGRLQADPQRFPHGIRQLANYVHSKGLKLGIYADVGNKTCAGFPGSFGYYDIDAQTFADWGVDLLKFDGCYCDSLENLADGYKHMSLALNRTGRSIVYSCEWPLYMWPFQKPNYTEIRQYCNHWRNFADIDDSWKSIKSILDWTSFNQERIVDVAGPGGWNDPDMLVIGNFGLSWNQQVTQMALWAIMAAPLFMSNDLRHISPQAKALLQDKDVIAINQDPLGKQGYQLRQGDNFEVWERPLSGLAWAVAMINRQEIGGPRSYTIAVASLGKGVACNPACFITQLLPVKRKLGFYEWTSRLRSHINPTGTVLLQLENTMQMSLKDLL
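qHTS titration in buffer at pH 5.0. Alpha-galactosidase activity in spleen homogenate was measured via 4-methylumbelliferone release from 1 mM fluorogenic substrate after 40 min at 37C and a pH 10 stop. AC50 came from Hill fits of control-normalized data.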
Tau fluor counter: counter-screen for tau fibril formation inhibitors. tau K18 P301L (four-repeat tau fragment) Alexa594 fluorescence, heparin fibrillization. Potency, µM (highest dose often 57.7 µM), for inactives: at the highest dose activity change, negative = decrease. actives 0.93% (n = 280,000); note: potency is the fitted concentration of half-maximal effect; % is set by controls: 0 for no effect and ±100 for the full control effect; nearly all actives have a fitted effect of over 55% in size
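Human K18 P301L tau (15 uM unlabeled plus 0.24 uM Alexa 594-labeled, final) in 100 mM sodium acetate pH 7 was mixed with compound and 20 uM heparin and incubated 6 hr at 37 C.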
CBFb RUNX1 block: CBF-beta/RUNX1 interaction disruption; Q01196+Q13951; AlphaScreen CBFb-His/RUNX1-biotin binding, biochemical; Potency, µM (series often up to 59.8 µM), inactives show at the highest dose activity, negative = inhibition, actives largely listed as inhibitors; 230,000 tested, under 10 active; note: % of control where 0% means no effect
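Interaction loss through any mechanism counts as activity. Pre-formed complex of His-CBF-beta and biotin-RUNX1 (30 nM apiece) is incubated with compound 15 min, then with 50 ng nickel and 50 ng streptavidin beads for 90 min before AlphaScreen detection.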
TRb-SRC2 inh: inhibitors of human thyroid hormone receptor beta-SRC2 interaction; Potency, µM (doses to about 106 µM), inactives show at the highest dose activity change, negative = inhibition, usual class: inhibitors; P10828; actives 0.065% (n = 280,000); TRbeta-SRC2 peptide binding, fluorescence polarization; receptor liganded with 1 µM T3;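 note: potency is the fitted concentration of half-maximal effect; plate controls were bound peptide for no effect and peptide without receptor for full effect; nearly all actives have a fitted effect of over 50% in size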
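Read-out is fluorescence polarization (555 nm excitation, 632 nm emission) of a Texas Red SRC2 coactivator peptide; loss of signal reflects blocked binding to human TRb ligand-binding domain in the presence of 1 uM T3.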
NPSR antag: neuropeptide S receptor (human) antagonism, cAMP | Q6W5P4 | CHO-NPSR cells, cAMP TR-FRET, antagonist mode | Potency, µM (series often up to 38.3 µM), without a hit: at the top dose activity change, negative = inhibition, actives largely listed as inhibitors | actives 1% (n = 220,000) | AID 1461; note: potency is the fitted concentration of half-maximal effect; % is set by controls: 0 for no effect and ±100 for the full control effect; nearly all actives have a fitted effect of over 50% in size; many of its hits are not listed in these tables
Target sequence (Q6W5P4 whole entry, looked up): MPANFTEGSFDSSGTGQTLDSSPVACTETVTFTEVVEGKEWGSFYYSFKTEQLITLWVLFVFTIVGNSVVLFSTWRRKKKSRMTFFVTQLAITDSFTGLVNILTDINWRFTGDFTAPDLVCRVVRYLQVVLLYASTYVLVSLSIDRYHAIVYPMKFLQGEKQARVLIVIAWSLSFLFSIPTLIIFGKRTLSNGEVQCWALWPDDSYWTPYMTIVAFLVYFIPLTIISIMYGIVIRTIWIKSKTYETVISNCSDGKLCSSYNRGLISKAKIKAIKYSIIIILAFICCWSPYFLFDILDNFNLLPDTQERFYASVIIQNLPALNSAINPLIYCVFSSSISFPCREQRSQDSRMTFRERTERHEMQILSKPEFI
TexasRed fluor: Texas Red fluorescence interference in TRb-SRC2 counter-screen; Potency, µM (series often up to 106 µM), for inactives: at the highest dose fluorescence change, negative = quenching; actives 0.29% (n = 280,000); TRb/SRC2 Texas Red total fluorescence interference; active = well fitted curve in either direction with a large enough effect; inconclusive = small, poorly fitted or top-dose-only effect; note: potency is the fitted concentration of half-maximal effect; % is set by controls: 0 for no effect and ±100 for the full control effect
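Human TRb ligand-binding domain at 0.6 uM with 20 nM Texas Red SRC2 peptide in Tris buffer containing 1 uM T3 and 5% DMSO, incubated with compound 5 h at ambient temperature. Total fluorescence (555/632 nm) calculated as parallel + 2 × perpendicular.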
Epigenetic derep: derepresses silenced GFP reporter in murine cells; murine LDR cells, GFP reporter derepression, 30 h; Potency, µM (series often up to 53.9 µM), inactives show top-dose GFP activation, most hits filed as activators; actives 0.2% (n = 280,000); AID 1865; note: potency is the fitted concentration of half-maximal effect; % of control where 0% means no effect; nearly all actives have a fitted effect of over 60% in size
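GFP-positive cell count by laser-scanning cytometry (objects 20–120 um) after 30 h, 37 C compound exposure of murine LDR cells; reporter is CMV-GFP integrated at a silenced locus, inducible by HDAC or DNMT inhibitors.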
Tau FP inhib: inhibitors of human tau fibril formation; actives 0.39% (n = 280,000); K18 P301L tau heparin fibrillization, Alexa594 FP, 6 h; AID 1468; P10636; Potency, µM (highest dose often 57.7 µM), inactives show at the highest dose activity, negative = inhibition, most hits filed as inhibitors; note: potency is the fitted concentration of half-maximal effect; % is set by controls: 0 for no effect and ±100 for the full control effect; nearly all actives have a fitted effect of over 55% in size
Target sequence (P10636 561-689 P618L limits assumed): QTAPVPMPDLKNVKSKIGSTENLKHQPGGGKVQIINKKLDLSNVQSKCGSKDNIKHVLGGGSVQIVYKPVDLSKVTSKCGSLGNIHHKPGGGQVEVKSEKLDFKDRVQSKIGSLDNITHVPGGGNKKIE
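Read-out: fluorescence polarization of Alexa 594-labeled tau (0.24 uM), 555 nm excitation, 632 nm emission. Mixtures held 15 uM unlabeled K18 P301L, compound and 20 uM heparin, pH 7 acetate buffer, incubated 6 hr at 37 C.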
* hit, by the source's call; ? = inconclusive; . = not tested or not shown; & = joins results of further samples; [ ] = another dose, or the depositor's remark. Unless noted, calls come from the whole dose curve; as a rule, active = well fitted curve in the direction sought with a large enough effect; inconclusive = small, poorly fitted or top-dose-only effect, or another doubt; inactive = no such curve, though single readings can be large; an effect the other way counts as inactive or inconclusive. An excerpt; the hit share may differ from the screen's.

SMILES	GLA spleen mod	Tau fluor counter	CBFb RUNX1 block	TRb-SRC2 inh	NPSR antag	TexasRed fluor	Epigenetic derep	Tau FP inhib
O=C1CCCC2=C1C(c1cccs1)n1nc(SCc3ccccc3F)nc1N2 (stereo not given)	0%	-24%	-17%	-3%	-14%[46.1 µM]	0%	4.0%	-12%
C=CCSc1nnc(C)c(/C=C/Nc2ccc(Cl)cc2)n1	8%	?	4%	0%	-24%	0%	?	10%
Cc1cccc(NC(=O)C(NS(=O)(=O)c2ccc3c(c2)CCC(=O)N3)c2ccccc2)n1 (stereo not given)	-12%	-10%	-4%	-2%	-2%[46.1 µM]	-4%	-1.1%	-9%
C=C(C)Cn1c(CCCNC(=O)CCC)nc2ccccc21	3%	-1%	7%	0%	14%[46.1 µM]	-3%	0.9%	-12%
CCOC(=O)C1CCN(c2c(N3CCCC(C(=O)OCC)C3)c(=O)c2=O)CC1 (stereo not given)	-1%	-2%	6%	-3%	-3%	-1%	-1.0%	3%
Cc1ccc(OCC(=O)NNc2c3ccccc3nc3ccccc23)cc1	-5%	14µM*[quencher]	6%	1%[53 µM]	-41%	-1%[53 µM]	-1.3%	8%
CCOC(=O)c1cnc(SCC(=O)Nc2ccc(N3CCOCC3)cc2)nc1N	-2%	-9%	3%	-6%	-10%[46.1 µM]	-5%	0.8%	12%
[N-]=[N+]=CC(=O)c1ccnc(C(=O)C=[N+]=[N-])c1	7%	-6%	0%	-4%	-11%[46.1 µM]	-4%	0.0%	1%
CC1(N)CCC(C(C)(C)N)CC1 (stereo not given)	-18%	.	-2%[21.7 µM]	-3%	.	-2%	.	.
CC1Cc2ccccc2N1C(=O)c1cnsn1 (stereo not given)	1%	-14%	6%	7%	1%[46.1 µM]	-9%	-1.0%	2%
CCOC(=O)CC1=Nc2ccccc2NC(=O)C1	-4%	-10%	3%	-4%	-10%[46.1 µM]	-2%	-1.0%	-6%
COC(=O)c1c(NC(=S)Nc2ccccc2Cl)sc(C)c1C	3%	?	-2%	5%	-8%[46.1 µM]	-3%	2.3%	-7%
COc1ccc(N2C(=O)CC(C3CCCO3)C2=O)cc1 (stereo not given)	-5%	7%	2%	5%	17%	0%	5.1%	-4%
Cc1nc2ncnn2c(C)c1CCC(=O)NCCCN1CCN(c2cccc(Cl)c2)CC1	-1%	-1%	11%	-3%	-4%[46.1 µM]	0%	0.0%	-2%
c1ccc(CSCc2ccccc2)cc1	3%	.	8%[21.7 µM]	-4%	.	-2%	.	.
Clc1ccc(C2=Nn3c(nnc3-c3n[nH]c4c3CCC4)SC2)cc1	-1%	-12%	-3%	-1%	-4%[46.1 µM]	-3%	4.8%	0%
CNC(=O)CC1C(=O)N(c2ccc(Cl)cc2)C(=S)N1CCc1ccc(OC)c(OC)c1 (stereo not given)	-7%	-8%	-4%	1%	-24%	0%	-0.9%	-1%
Cn1cc(Cl)c(-c2nc3ccccc3[nH]2)n1	-5%	-8%	1%	-6%	-10%[46.1 µM]	2%	3.1%	1%
CC(=O)c1cc2ccccc2oc1=O	3%[29.1 µM]	.	-14%[21.7 µM]	5%[53 µM]	.	-4%[53 µM]	-0.3%[16.9 µM]	.
COc1ccccc1NC(=O)c1cc(S(=O)(=O)NCCc2ccccc2)ccc1F	.	?	.	-5%	.	-1%	1.0%	?
Nc1ccc(N2CCN(c3ccc(Cl)c(Cl)c3)CC2)cc1	-2%	?	?	4%	-5%	0%	-0.7%	-5%
Cc1cc(C)c2c(c1)OC(=O)CC2c1ccccc1C (stereo not given)	-11%[119 µM]	-19%[81.3 µM]	6%[89.1 µM]	6%[201 µM]	.	0%[201 µM]	0.9%[96.6 µM]	-4%[81.3 µM]
CCCOc1ccc(C2C(=O)N(C3CCCCCC3)CC(=O)N2C(C)C)cc1OC (stereo not given)	.	-3%	.	-6%	.	-1%	2.0%	6%
O=C1NC(=S)N/C1=C\c1ccccc1OCc1ccc(C(=O)O)cc1	4%	-4%	2%	6%	8%[7.67 µM]	-8%	1.1%	1%
CCC(=O)Nc1c(C)ccc2nsnc12	10%	3%	1%	7%	2%[46.1 µM]	3%	2.7%	-6%

Overlap with the part before: three compounds, then new ones.
SMILES	GLA spleen mod	Tau fluor counter	CBFb RUNX1 block	TRb-SRC2 inh	NPSR antag	TexasRed fluor	Epigenetic derep	Tau FP inhib
CCCOc1ccc(C2C(=O)N(C3CCCCCC3)CC(=O)N2C(C)C)cc1OC (stereo not given)	.	-3%	.	-6%	.	-1%	2.0%	6%
O=C1NC(=S)N/C1=C\c1ccccc1OCc1ccc(C(=O)O)cc1	4%	-4%	2%	6%	8%[7.67 µM]	-8%	1.1%	1%
CCC(=O)Nc1c(C)ccc2nsnc12	10%	3%	1%	7%	2%[46.1 µM]	3%	2.7%	-6%
COC(=O)c1c(NC(=O)COC(=O)[C@@H](NS(=O)(=O)c2ccc(C)cc2)C(C)C)sc2c1CCC2	1%	-9%	-4%	-9%	-11%	2%	7.3%	6%
CCCCCCCCNC(CO)(CO)CO	3%	-5%	4%	2%	11%	-1%	0.1%	3%
CC(C)NC(=S)N/N=C/c1cccnc1	2%	-5%	9%	-6%	32%	-3%	1.1%	4%
COc1ccc(OCC(O)CNC(=O)Nc2ccc(F)cc2)cc1 (stereo not given)	2%	-16%	-1%	2%	-1%	1%	0.5%	2%
O=c1onc(-c2cccs2)n1Cc1ccccc1	-13%	0%	0%	-14%	-2%[46.1 µM]	-3%	0.9%	-4%
COc1cc([N+](=O)[O-])c(N2CCOCC2)c([N+](=O)[O-])c1OC	-2%	2%	.	-5%	-35%	-3%	2.0%	-3%
S=c1nc(-c2cccc(Cl)c2)[nH][nH]1	2%	-2%	0%	0%	-4%	-3%	5.1%	-3%
COc1cc(/C=C/C(=O)OCC(=O)Nc2cc(C(F)(F)F)ccc2N2CCOCC2)ccc1O	-3%	-18%	8%	-1%	-10%	1%	3.3%	7%
N=C(N)SCCc1cnc[nH]1	-6%&18%&2%	-5%&1%&-10%	0%	4%&3%&6%	?	-31%&-3%&-1%	3.5%&0.0%&19%	?
CC1=C([N+](=O)[O-])C(c2cccc(Br)c2)C2=C(N1)c1ccccc1C2=O (stereo not given)	6%	14µM*[quencher]	?	2%	?	0%	-1.0%	?
COc1ccc([N+](=O)[O-])cc1N(CC(=O)Nc1ccccc1C(=O)N1CCCC1)S(C)(=O)=O	10%	0%	5%	3%	-12%	1%	1.1%	-4%
Cc1ccc(NC(=O)Cn2c(=O)nc(-c3ccccc3F)c3cc(Cl)ccc32)c(Br)c1	.	-17%	.	1%	.	1%	-1.8%	-6%
Cc1cc([N+](=O)[O-])nn1CCCC(=O)N1CCN(c2ccccc2)CC1	-1%	2%	-4%	-9%	6%	2%	-0.9%	-4%
CC(=O)Nc1cccc(N(C(=O)C2COc3ccccc3O2)C(C(=O)NC2CCCCC2)c2cn(C)nc2C)c1 (stereo not given)	9%	8%[2.34 µM]	5%	-6%	1%	0%	-1.1%	-2%
CCCCSc1cc(=O)n(-c2ccccc2)nc1C(=O)OCC	-18%	-9%	9%	-14%	-23%[46.1 µM]	-1%	-2.0%	1%

Two of the compounds above, with bars between the fields.
SMILES | GLA spleen mod | Tau fluor counter | CBFb RUNX1 block | TRb-SRC2 inh | NPSR antag | TexasRed fluor | Epigenetic derep | Tau FP inhib
COc1ccc(OCC(O)CNC(=O)Nc2ccc(F)cc2)cc1 (stereo not given) | 2% | -16% | -1% | 2% | -1% | 1% | 0.5% | 2%
O=c1onc(-c2cccs2)n1Cc1ccccc1 | -13% | 0% | 0% | -14% | -2%[46.1 µM] | -3% | 0.9% | -4%

Full records, quoted from the list. Screens in order: GLA spleen mod	Tau fluor counter	CBFb RUNX1 block	TRb-SRC2 inh	NPSR antag	TexasRed fluor	Epigenetic derep	Tau FP inhib
O=c1onc(-c2cccs2)n1Cc1ccccc1 is listed as -13%	0%	0%	-14%	-2%[46.1 µM]	-3%	0.9%	-4%
COc1ccc(OCC(O)CNC(=O)Nc2ccc(F)cc2)cc1 (stereo not given) is listed as 2%	-16%	-1%	2%	-1%	1%	0.5%	2%
COc1cc([N+](=O)[O-])c(N2CCOCC2)c([N+](=O)[O-])c1OC is listed as -2%	2%	.	-5%	-35%	-3%	2.0%	-3%
CC(=O)Nc1cccc(N(C(=O)C2COc3ccccc3O2)C(C(=O)NC2CCCCC2)c2cn(C)nc2C)c1 (stereo not given) is listed as 9%	8%[2.34 µM]	5%	-6%	1%	0%	-1.1%	-2%

Screening results (PubChem)
